Compound activity (PubChem BioAssay)
CAL PDZ FP – blocks peptide binding to the human CAL PDZ domain | Q9HD26 | purified CAL PDZ, TMR-peptide fluorescence polarization, 1 h | inhibition, % at 24.9 µM | 300,000 compounds, 0.92% hits | AID 602252;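 active means mean inhibition of at least 30% with at least half of replicates also reaching 30%; inconclusive means no clear call, values can overlap the other calls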;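 further: 0% = DMSO neutral control and 100% = excess unlabeled competitor peptide PRC23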
OPRM1-OPRD1 inv – inverse agonist of human OPRM1-OPRD1 heterodimerization. inhibition, % at 9.3 µM. P35372+P41143. cell-based MOR-DOR heterodimer luminescence, inverse agonism. 340,000 compounds, 0.21% hits; in the data active means inhibition above about 22%, passing the limit was not always enough;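 further: 0% = cells with DMSO and 100% = wells without cells with DMSO; values of inactives mirror those of a sister screen read the other way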
cardiac RTF act – increases calcium sensitivity of human cardiac regulated thin filaments | IANBD-labeled TnC RTF fluorescence at EC20 calcium; 0% EC20 calcium, 100% full calcium | activation, % at 7.2 µM | 340,000 compounds, 0.24% hits | AID 493008;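 active means activation above the mean over all tested compounds plus 3 SD, cut at about 30% in these data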;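 further: rise in fluorescence read as greater calcium sensitivity of cardiac thin filaments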
Cardiac RTF inh – cardiac RTF calcium desensitization | 340,000 compounds, 0.12% hits | inhibition, % at 7.15 µM | IANBD-labeled cardiac RTF, Ca2+ fluorescence | P19429+P45379;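 active means inhibition above the mean inhibition of all tested compounds plus 3 SD, cut at about 17% in these data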;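 further: assay run at fixed EC70 calcium of 1.6 mM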
HTR5A ag – HTR5A agonism, opioid heterodimer counter-screen; 340,000 compounds, 0.61% hits; activation, % at 9.3 µM; P47898; HTR5A agonist assay, luminescence, cell-based; AID 504692; in the data active means activation mostly above about 9.5%, no sharp cut-off; inactive means mostly below about 7.6%;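 further: 0% = cells with vehicle only and 100% = reference agonist; strong numbers were not always called active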
Target sequence (P47898 whole entry, looked up): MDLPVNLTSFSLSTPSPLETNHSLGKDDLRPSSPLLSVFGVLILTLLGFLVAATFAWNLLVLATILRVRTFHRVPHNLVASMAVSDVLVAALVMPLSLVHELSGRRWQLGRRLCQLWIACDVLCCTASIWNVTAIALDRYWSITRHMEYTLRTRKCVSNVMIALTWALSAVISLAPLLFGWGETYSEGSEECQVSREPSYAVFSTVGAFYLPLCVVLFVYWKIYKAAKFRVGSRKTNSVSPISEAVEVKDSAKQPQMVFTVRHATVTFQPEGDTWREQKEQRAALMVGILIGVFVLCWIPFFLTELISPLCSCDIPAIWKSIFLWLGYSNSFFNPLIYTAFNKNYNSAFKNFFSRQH
V-ATPase pH – yeast V-ATPase proton transport regulation by pHLuorin. response, % at 10 µM. 350,000 compounds, 0.37% hits. S. cerevisiae, pHLuorin cytosolic pH fluorescence; in the data active means response mostly above about 7.3%, no sharp cut-off; inactive means mostly below about 5.4%; further: actives read high; inactives centre near 0; some compounds called inactive have numbers as strong as hits; reference of the scale not given here
Keap1-Nrf2 PPI – disrupts human Keap1 binding to Nrf2 peptide | 340,000 compounds, 0.15% hits | inhibition, % at 9.4 µM | Keap1 Kelch-Nrf2 peptide fluorescence polarization, 1536-well | Q14145; in the data active means inhibition above about 12%; inconclusive means no clear call, values can overlap the other calls; inactive means below about 7.3%;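 further: human Keap1 Kelch domain with fluorescein labeled Nrf2 9mer peptide probe; 0% = neutral control wells and 100% = peptide positive control; higher means more block of Keap1 binding to Nrf2 peptide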
Target sequence (Q14145 whole entry, looked up, the tested form may be a part): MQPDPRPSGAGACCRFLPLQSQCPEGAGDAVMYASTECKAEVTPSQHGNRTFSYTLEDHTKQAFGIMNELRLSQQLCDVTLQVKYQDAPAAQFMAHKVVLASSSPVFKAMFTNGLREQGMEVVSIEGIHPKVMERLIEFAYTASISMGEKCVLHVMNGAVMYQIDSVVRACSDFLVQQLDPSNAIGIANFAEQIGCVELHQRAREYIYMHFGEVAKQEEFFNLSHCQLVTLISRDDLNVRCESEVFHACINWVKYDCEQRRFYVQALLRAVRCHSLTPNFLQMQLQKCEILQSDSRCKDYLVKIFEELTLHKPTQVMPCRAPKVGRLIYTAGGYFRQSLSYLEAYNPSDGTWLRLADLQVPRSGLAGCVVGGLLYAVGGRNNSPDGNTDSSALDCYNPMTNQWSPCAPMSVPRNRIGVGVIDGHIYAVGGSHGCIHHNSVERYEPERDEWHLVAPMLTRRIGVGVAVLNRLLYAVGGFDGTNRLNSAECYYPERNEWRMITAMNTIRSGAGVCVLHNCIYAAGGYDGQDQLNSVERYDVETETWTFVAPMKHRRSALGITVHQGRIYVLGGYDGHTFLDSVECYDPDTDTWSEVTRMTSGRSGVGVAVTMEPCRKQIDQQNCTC
HTR5A inv ctr – HTR5A inverse agonism, opioid heterodimer counter-screen. HTR5A cell line, luminescence. inhibition, % at 9.3 µM. 340,000 compounds, 0.083% hits. AID 504634; in the data active means inhibition mostly above about 23%, no sharp cut-off; inactive means mostly below about 18%;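 further: 0% = cells with DMSO and 100% = no-cell wells with DMSO; some compounds called inactive have numbers as strong as hits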
LANA DNA inh – blocks KSHV LANA C-terminal domain binding to DNA; MBP-C-LANA/FAM-LBS DNA binding, fluorescence polarization; inhibition, % at 9 µM; 340,000 compounds, 0.078% hits;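 active means highest replicate inhibition at or above 60% at 9 µM, even if other replicates fall short; inactive means all replicates below 60% inhibition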;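 further: 0% = neutral control wells and 100% = 4 µM acridine orange control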
MOR-DOR ag – OPRM1-OPRD1 heterodimerization agonism; activation, % at 9.3 µM; 340,000 compounds, 0.3% hits; cells, luminescence; P35372+P41143; in the data active means activation above about 18%;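 further: 0% = vehicle-treated cells and 100% = reference agonist; values of inactives mirror those of a sister screen read the other way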
* = called active by the depositor; ? = inconclusive; nt = not tested or not shown. Hits appear at their usual frequency (roughly 2.8% active in at least one column).

SMILES	CAL PDZ FP	OPRM1-OPRD1 inv	cardiac RTF act	Cardiac RTF inh	HTR5A ag	V-ATPase pH	Keap1-Nrf2 PPI	HTR5A inv ctr	LANA DNA inh	MOR-DOR ag
Cc1cc(C)cc(N2C(=O)CCN(Cc3ccccc3)C2=O)c1	0	16	3	4	-4	-2	0	-10	-0.6	-3.0
COCCCNC(=O)CCSc1ccc(C)cc1	2	0	-3	-26	-2	2	-1	-11	0.2	0.1
COc1ccnc(CS(=O)c2nc3cc(C(O)(F)F)ccc3[nH]2)c1OC (configuration not stated)	nt	15	2	-1	2	3	-6	-7	-1.2	-3.4
O=C(CSc1nnc(NC2CC2)s1)Nc1ccc(N2CCOCC2)cc1	0	12	-1	1	-2	1	-2	13	0.8	-3.1
CCC(C)NC(=O)COC(=O)c1cccnc1Nc1ccccc1F (configuration not stated)	5	7	4	4	3	-2	-1	-11	-2.5	-1.4
CC(NC(=S)NC1CCCCC1)c1ccc(C(C)(C)C)cc1 (configuration not stated)	-5	-23	-3	-7	3	3	4	-9	-1.0	4.1
COc1ccccc1Oc1nc(C)c(C(C)=O)cc1C#N	0	8	-1	9	1	0	-5	-3	-0.8	-1.3
N=c1c2c(-c3ccccc3)c(-c3ccccc3)n(Cc3ccco3)c2ncn1CCCN1CCOCC1	4	14	-5	2	2	2	0	-5	-0.4	-2.9
O=C(COC(=O)c1ccccc1O)NCCC1=CCCCC1	5	8	6	-3	7	0	-7	-18	0.2	-1.5
O=C1c2cc(CO)cc(O)c2C(=O)c2c(O[C@@H]3OC(CO)[C@@H](O)[C@@H](O)[C@@H]3O)cccc21 (some centres not stated)	-3	-18	1	-3	1	0	-4	-11	-3.4	3.3
c1cc2c(nn1)CCc1nonc1-2	-3	-8	-3	-5	9	-2	-5	-3	0.0	1.7
COc1ccccc1CCNC(=O)C(=O)NCC1OCCN1S(=O)(=O)c1ccc2c(c1)OCCO2 (configuration not stated)	-11	9	1	8	0	6	2	0	-1.1	-1.7
CCOc1ccccc1N1CCN(S(=O)(=O)c2ccc(Cl)s2)CC1	-6	-23	0	4	8	-2	-3	-18	3.0	3.8
CCCNc1ncc2c(=O)[nH][nH]c(=O)c2n1	0	23	0	-6	-1	0	-1	5	0.1	-4.7
CC(C)[C@H](N)C(=O)N1CCC(C(=O)N[C@@H](Cc2ccccc2)C(=O)NCc2ccc(F)cc2)CC1	-1	16	-3	6	-2	-2	3	5	0.1	-2.9
O=C(CSc1ccc(-c2ccco2)nn1)Nc1cccc(F)c1	-2	-15	-1	2	0	-4	-6	10	-0.9	2.8
CN(C)c1ccc(/C=N/N(CCC#N)C2=NS(=O)(=O)c3ccccc32)cc1	-3	13	6	-16	-1	0	-16	4	10	-2.9
CCOc1ccc2[nH]c(=O)c(CN(Cc3nnnn3CCc3ccccc3)CC3CCCO3)cc2c1 (configuration not stated)	nt	6	-2	2	-3	-1	0	-16	0.9	-1.2
COc1ccc(NS(=O)(=O)NC(=O)c2cn(C)c3ccccc23)cc1	4	7	-2	-5	3	2	-2	-1	-0.2	-1.4
Cc1cc(NC(=O)c2noc3c2CCCC3)n(-c2ccccc2)n1	nt	2	-2	4	1	5	-1	15	1.0	-0.4
Cc1cc(C)c2cc(C(=O)N3CCC(N4CCCCC4)CC3)[nH]c2c1	-4	8	-3	-6	2	-1	-2	-6	-0.7	-1.1
COC(=O)C1=NN(c2ccccc2)C2(S1)SC(C(C)=O)=C(C)N2c1ccccc1 (configuration not stated)	1	-9	0	0	7	-4	-2	-19	-1.0	1.4
Cc1cc2nc(-c3ccncc3)cc(C(F)(F)F)n2n1	4	-1	-2	-6	3	0	3	-39	0.8	0.1
CCOC(=O)c1ccc(N(C(=O)c2cnccn2)C(C(=O)NC2CCCCC2)c2cn(C)nc2C)cc1 (configuration not stated)	17	18	-1	-4	-1	-2	-5	-10	-1.3	-3.6
O=C(CN1CCN(S(=O)(=O)c2cc(C(F)(F)F)ccc2Cl)CC1)N1CCc2ccccc2C1	1	-2	-5	-5	2	-5	8	-4	-3.7	0.4
O=C(NCC(=O)N(c1ccccc1)C(C(=O)NCC1CCCO1)c1ccccc1)c1cccs1 (configuration not stated)	-4	14	-2	1	-3	-20	-3	8	-0.2	-2.4
CCOC(=O)c1c(C)oc2ccc(NS(=O)(=O)c3cccs3)cc12	-1	-4	-1	-3	0	-11	-9	8	0.2	0.7
Cc1ccc(NC(=O)COC(=O)C2CCN(c3ccc(C(F)(F)F)cn3)CC2)cc1C	-4	-19	-10	-17	5	2	1	-12	-0.3	3.7
O=C(c1ccc(Cl)cc1)c1c[nH]c(C(=O)NNc2ccccc2)c1	-1	14	5	-25	-1	1	-4	3	-1.5	-2.4
Cc1ccc(CNC(=O)CCc2nc(-c3cccs3)no2)cc1	7	15	4	-4	-1	5	-6	2	0.2	-2.9
Cc1ccc(NC(=O)CSc2n[nH]c(-c3ccco3)n2)cc1	-9	4	2	9	3	-1	-2	-8	-0.5	-0.8
CCOC(=O)c1oc2ccccc2c1NC(=O)c1ccccc1OC	nt	-1	-6	-3	3	-10	-2	-60	0.1	0.3
CCCCN(C(=O)NC(=O)Nc1c(C)cc(C)cc1C)S(C)(=O)=O	6	13	5	-10	8	1	-8	-20	-0.2	-2.3
O=C(NCc1ccncc1)c1cc(F)c(F)cc1Cl	4	6	8	-3	-1	-2	-5	19	-0.4	-1.3
COc1ccc2c(c1)-c1nc(/N=C/c3ccc(O)cc3)sc1CC2	-2	-1	-6	-13	5	-3	-6	-6	-1.9	0.2
O=C(O)C1CCN(c2ncccn2)CC1	-3	15	-7	-5	-2	-1	-1	7	-1.4	-2.7

Profiles from above. Order of screens: CAL PDZ FP	OPRM1-OPRD1 inv	cardiac RTF act	Cardiac RTF inh	HTR5A ag	V-ATPase pH	Keap1-Nrf2 PPI	HTR5A inv ctr	LANA DNA inh	MOR-DOR ag
O=C(CSc1ccc(-c2ccco2)nn1)Nc1cccc(F)c1 as listed: -2	-15	-1	2	0	-4	-6	10	-0.9	2.8
Cc1ccc(NC(=O)CSc2n[nH]c(-c3ccco3)n2)cc1 as listed: -9	4	2	9	3	-1	-2	-8	-0.5	-0.8

The list goes on:
SMILES	CAL PDZ FP	OPRM1-OPRD1 inv	cardiac RTF act	Cardiac RTF inh	HTR5A ag	V-ATPase pH	Keap1-Nrf2 PPI	HTR5A inv ctr	LANA DNA inh	MOR-DOR ag
Cc1ccc(N(Cc2cc(=O)[nH]c3ccccc23)C(=O)C(C)C)c(C)c1	-4	12	-6	0	0	-2	1	1	5.0	-2.5
N#Cc1ccc(NC(=O)CSc2cn[nH]n2)cc1	-4	23	-5	5	0	-2	2	-1	-0.5	-4.3
CCN(CC)S(=O)(=O)c1cc(NS(=O)(=O)c2cc(Cl)ccc2Cl)ccc1C	nt	-7	-3	-6	7	-6	?	-37	-0.5	1.3
CC1(C)CC2=C(CO1)C(=S)NC(c1ccccc1)N2CC1CCCO1 (configuration not stated)	nt	8	4	-11	6	0	-8	-7	2.3	-1.6
COCCCNC(=O)CN1C(=O)/C(=C/c2ccccc2)Sc2ccccc21	-4	16	0	-3	-2	4	-2	4	-2.0	-3.0
CC1=CC(C)(C)N(C(=O)CN2C(=O)CCC2=O)c2ccc(C)cc21	-3	10	-6	-5	2	0	-3	-5	-1.2	-2.1
CC(C)Cn1c(SCC(=O)NCc2ccco2)nnc1-c1ccncc1	2	7	1	-10	1	1	0	-2	2.1	-1.4
CN(C(=O)c1cccc(NC(=O)Cc2cccc(NC(=O)C3CCN(C(=O)C4CCCC4)CC3)c2)c1)C1CCC1	-3	1	-8	-8	1	1	3	-4	2.3	-0.2
CN(C)CC(=O)Nc1ccc(S(N)(=O)=O)cc1	0	9	6	-2	-1	4	0	3	0.3	-1.7
CS(=O)(=O)N(CC(=O)Nc1ccc(S(=O)(=O)N2CCCC2)cc1)c1ccccc1F	-1	8	-3	-10	1	-2	-3	16	-0.6	-1.6
O=C(O)CN1C(=O)CSc2ccccc21	12	2	8	7	0	3	-3	-10	1.3	-0.3
CC(C)[C@H](NC(=O)c1cccc(S(=O)(=O)N2CCOCC2)c1)C(=O)Nc1nccs1	1	7	8	-3	0	-4	0	4	-0.6	-1.6
CCc1noc(C)c1C(=O)Nc1cc(S(=O)(=O)N2CCOCC2)ccc1OCC(F)(F)F	nt	2	-2	-6	5	-1	-2	-9	0.9	-0.3
Cc1ccc(C(=O)Nc2ccccc2[N+](=O)[O-])cc1S(=O)(=O)N1CCOCC1	0	39*	-2	-6	2	-3	-5	-3	1.7	-5.5
CC(=O)NCC(=O)OCC(=O)c1ccc2ccccc2c1	-4	-10	-6	-9	2	6	-1	-6	-0.1	1.7
COc1cc(/C=C(\C#N)C(=O)NCCc2ccccc2)cc(OC)c1O	nt	8	6	-17	0	1	-7	-26	-0.9	-1.5
O=C(CSc1nnc(-c2cccs2)n1Cc1ccccc1)NCc1ccc2c(c1)OCO2	-3	10	1	10	0	3	-3	-18	0.7	-1.7
COCc1cc(C)nc(SCC(=O)Nc2ccc(C)c(C)c2)c1C#N	-2	11	-2	-3	-1	3	-4	11	-1.3	-2.0
O=C(Nc1ccccc1Cl)N1CCSc2ccccc21	-1	-6	1	-6	11	3	-9	-32	-1.3	1.0
O=C(c1c[nH]c2ccccc12)N1CCOCC1	11	5	3	16	4	-2	2	-11	-0.4	-1.0
COC(=O)C1C(=O)C=C(Nc2ccc(F)cc2)CC1c1ccc(OC)cc1 (configuration not stated)	3	3	-4	-9	1	4	-4	-3	-1.4	-0.6
COc1ccccc1CNC(=O)COC(=O)c1ccc([N+](=O)[O-])o1	nt	-18	3	-9	2	-2	2	-10	-0.8	4.5
CSc1ccc(-c2nnn(Cc3ccc(C)cc3)n2)cc1	-3	0	-7	3	1	0	1	-3	0.5	0.1
O=C(/C=C/c1ccccc1)OCCN1C(=O)c2ccccc2C1=O	-1	2	-4	-8	2	-1	-1	-8	0.9	-0.4
CCOCCC(=O)Nc1nnc(CCc2ccccc2)s1	-4	10	-1	-2	-2	-3	-6	9	-3.3	-2.1
Cc1ccc(NC(=O)Nc2cccs2)c(Cl)c1	-2	-16	-7	-5	-3	-3	-3	9	2.8	2.6
CCOC(=O)N1CCN(S(=O)(=O)c2ccc(C(=O)N(CCCN(C)C)c3nc4cc(OC)ccc4s3)cc2)CC1	-5	3	0	-60	-3	0	3	-17	0.1	-0.5
Cc1ccc(OCCC(=O)OCC(=O)NC2CCCC2)cc1	7	13	-5	-2	2	-2	-4	-14	0.0	-2.5
COc1ccc(S(=O)(=O)Nc2ccc(-n3cccc3)cc2)cc1	-4	-22	2	0	2	2	-8	-5	-1.4	4.4
COc1ccc(CCNC(=O)Cc2ccc(Cl)cc2)cc1OC	-5	8	1	-7	5	-5	0	-11	0.5	-1.4
Cc1cc(=O)[nH]c(SCC(=O)Nc2ccc(F)c([N+](=O)[O-])c2)n1	-5	-2	2	-8	-3	-5	-3	10	0.5	0.4
CCC(C)C(NC(=O)c1ccc(Cl)cc1Cl)C(=O)O (configuration not stated)	-1	9	5	-2	0	1	-8	36	0.1	-1.6
Nc1nc(NC2CCCC2)cc(=O)[nH]1	nt	17	-1	1	-2	-1	-4	6	-0.9	-3.2
COC(=O)Cc1[nH]n(-c2ccccc2)c(=O)c1C=Nc1ccc(C)cc1	2	15	3	7	1	3	0	-2	2.8	-2.8
